Screening results as filed in PubChem BioAssay.
12-LOX inh: Primary qHTS assay for inhibitors of human arachidonate 12S-lipoxygenase (ALOX12): Round 2; purified 12hLO, xylenol orange hydroperoxide absorbance; Potency, µM (top dose mostly 108 µM), without a hit: top-dose activity change, negative = inhibition, usual class: inhibitors; 1.1% of 580,000 active; active means well fitted inhibition curve with a large enough effect; inconclusive means small, poorly fitted or top-dose-only effect, or another doubt; inactive means no such curve, though single readings can be large or run the other way
Target sequence (P18054 whole entry, looked up): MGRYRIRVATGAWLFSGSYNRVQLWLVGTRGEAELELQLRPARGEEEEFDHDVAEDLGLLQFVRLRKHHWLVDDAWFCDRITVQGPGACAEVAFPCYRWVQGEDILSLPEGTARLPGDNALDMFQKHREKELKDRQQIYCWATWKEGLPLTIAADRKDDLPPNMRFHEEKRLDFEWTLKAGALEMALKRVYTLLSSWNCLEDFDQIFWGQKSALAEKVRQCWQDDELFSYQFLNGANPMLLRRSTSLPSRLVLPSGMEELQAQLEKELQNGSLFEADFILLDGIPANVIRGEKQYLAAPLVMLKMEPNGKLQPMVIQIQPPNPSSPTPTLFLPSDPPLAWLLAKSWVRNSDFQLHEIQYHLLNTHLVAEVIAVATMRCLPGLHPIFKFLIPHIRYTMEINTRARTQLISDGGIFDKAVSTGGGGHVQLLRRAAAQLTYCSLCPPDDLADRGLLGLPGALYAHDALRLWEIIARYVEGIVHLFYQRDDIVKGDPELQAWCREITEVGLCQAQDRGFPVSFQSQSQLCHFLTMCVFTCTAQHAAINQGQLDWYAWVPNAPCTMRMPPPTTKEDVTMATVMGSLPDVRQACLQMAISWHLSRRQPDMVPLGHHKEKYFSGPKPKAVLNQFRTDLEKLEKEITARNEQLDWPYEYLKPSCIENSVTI
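Purified human 12hLO at 150 nM in 25 mM Hepes, 0.01% Triton X-100, pH 7.0, preincubated 15 min at room temperature with compound. Reaction started with 40 uM arachidonic acid, 30 min at room temperature. Hydroperoxide measured by Fe-xylenol orange, 573/405 nm absorbance ratio.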
* hit, by the source's call; ? = inconclusive; [ ] = another dose, or the depositor's remark. On the % scale 0 is the no-effect control and ±100 the full control effect; potency means the concentration at half of the fitted maximal effect. Some of the compounds tested; count on the stated rates, not on these rows.

no.	12-LOX inh	SMILES
1	5%	O=S(=O)(Nc1ccc2nc(-c3cccc(Cl)c3)nn2c1)c1ccco1
2	28%	Cc1nc(CNC(=O)c2cc(Cn3ccnc3C(C)C)[nH]n2)sc1C
3	-37%	CC(=O)NC(CC(C)C)c1ccccc1 (stereo unspecified)
4	7%	Cc1ccc(Nc2nc(-c3ccccc3)c(C(=O)Nc3cccnc3)s2)c(C)c1
5	37%[activator]	COc1ccc(CN2CCc3n[nH]c(=O)n3CC2)c(Cl)c1OC
6	12%	CC(C)n1c(N2CCCCC2)nc2c1c(=O)n(C)c(=O)n2C
7	?	CCN(CC)C(=O)[C@@H]1C[C@H](NC(=O)c2cc(C)no2)CN1Cc1ccco1
8	35%	Cc1cnccc1N1CCCN(Cc2cnc(-c3cccs3)nc2)CC1
9	55%[activator]	Cc1ccc(C(=O)/C=C/c2ccccc2C)o1
10	12%[6.33 µM]	CC(C)NC(=O)N1CCC2(CC1)CN(Cc1ccncc1)Cc1ccccc1O2

Next compounds
no.	12-LOX inh	SMILES
11	?	Cc1cc(C)c(OC(=O)c2cnc(C)cn2)c(C)c1
12	-6%	CC(C)C(NC(=O)c1ccccc1Cl)C(C)C
13	-11%	COc1ccc(/C=C(/F)c2nc3ccccc3s2)cc1
14	18%	Cc1ccc(C(=O)c2ccccc2C(=O)NC2CCCC2)cc1
15	11%	CC(C)C[C@H]1CN(CCCC[C@@H]2CNC(=O)C(=O)N2Cc2ccccc2)C(=O)C(=O)N1CCc1ccc(O)cc1
16	?	COc1ccc(NC(=O)c2sc3c(c2C)C(c2cccc(C(F)(F)F)c2)CC(=O)N3)cc1 (stereo unspecified)
17	27%	O=C(COc1ccccc1)Nc1c(C(=O)c2ccc3c(c2)OCCO3)oc2ccccc12
18	15%	Cc1oc2c(c1C(=O)NCCCN1CCCCC1)CN(Cc1ccccc1)CC2
19	?	COc1cccc(CC(=O)Nc2ccc3c(c2)CN(Cc2ccccc2F)C(=O)C(C)O3)c1 (stereo unspecified)
20	48%[activator]	CCOC(=O)C1(Cc2ccccc2C(F)(F)F)CCNCC1

Structures shown so far that contain an NH in an aromatic ring:
no.	12-LOX inh	SMILES
2	28%	Cc1nc(CNC(=O)c2cc(Cn3ccnc3C(C)C)[nH]n2)sc1C
5	37%[activator]	COc1ccc(CN2CCc3n[nH]c(=O)n3CC2)c(Cl)c1OC

Ordered by molar mass (rising): some entries from above
no.	12-LOX inh	SMILES
14	18%	Cc1ccc(C(=O)c2ccccc2C(=O)NC2CCCC2)cc1
20	48%[activator]	CCOC(=O)C1(Cc2ccccc2C(F)(F)F)CCNCC1
18	15%	Cc1oc2c(c1C(=O)NCCCN1CCCCC1)CN(Cc1ccccc1)CC2

Next entries follow.
no.	12-LOX inh	SMILES
21	21%	Cc1cc(OCCn2c(CNC(=O)c3ccco3)nc3ccccc32)ccc1Cl
22	-21%	Cc1ccc(-n2cccc2C=O)cc1C
23	1%	COc1cc(NC(=O)Nc2ccc(F)c(-c3nnc(-c4ccccc4)o3)c2)cc(OC)c1OC
24	?	CNC(=O)[C@@H](CC(C)C)N1CCC[C@H]1C(=O)N[C@@H](CO)CC(C)C
25	-3%	O=C(NNC(=O)C1CCC(c2ccccc2)CC1)c1ccccc1Cl (stereo unspecified)
26	?	COc1cc(OC)c(OC)cc1CNC(=O)Cc1cccc(C(F)(F)F)c1
27	0%	COc1ccc2[nH]c(=O)c(CCC(=O)NC(C)c3cn(C)nc3C)cc2c1 (stereo unspecified)
28	?	CCC(C)NC(=O)C1=CC(c2cccc(OC)c2)=NS(=O)(=O)N1C (stereo unspecified)
29	-11%	Cc1ccc(-c2noc(-c3cccc(F)c3)n2)cc1
30	?	Cc1ncc2c(c1CNC(=O)CC(C)c1ccccc1)CCNC2 (stereo unspecified)

(listing goes on)
no.	12-LOX inh	SMILES
31	?	COc1ccc(Cn2cc(CN3CC(N4CCN(Cc5ccccc5F)CC4)CS3(=O)=O)nn2)cc1 (stereo unspecified)
32	8%	CCn1c(-c2ccccc2)nn(CC(=O)NCc2ccc3nonc3c2)c1=O
33	20%	O=S(=O)(c1ccccc1)N1CCC(c2nc(-c3ccccc3)no2)C1 (stereo unspecified)
34	0%[176 µM]	O=C(c1nc2c(o1)CCN(Cc1cccc(F)c1)CC2)N1CCOCC1
35	2%	COc1ccc(S(=O)(=O)Nc2nc3ccccc3nc2Nc2cc(C)ccc2C)cc1
36	30%	Cc1ccc(CNC(=O)c2nnn3c2COC(c2ccc(C)cc2)C3)cc1 (stereo unspecified)
37	-26%	CN1C(=O)CC(C(=O)O)C12CCN(Cc1nc(-c3ccco3)no1)CC2 (stereo unspecified)
38	-11%	COc1ccc(-n2nnc(C(=O)NCc3cccs3)c2N)cc1OC
39	?	CC(C)ON(CC(=O)NO)S(=O)(=O)c1ccc(-c2ccccc2)cc1
40	-6%	COC(=O)c1ccc(OC(=O)c2ccc(OC)cc2)cc1

More compounds follow:
no.	12-LOX inh	SMILES
41	-9%	O=C(NCCc1noc(C2CCCO2)n1)c1cnc(-c2cccnc2)nc1 (stereo unspecified)
42	-4%	Cc1nccc(C(=O)NCC(O)c2ccccc2C(F)(F)F)n1 (stereo unspecified)
43	-1%	CC(=O)N1CCN(C(=O)CCc2nc(Cc3ccccc3)no2)CC1
44	25%	CS(=O)(=O)N1CCCC1c1noc(CCC(=O)NCC2CC2)n1 (stereo unspecified)
45	20%	Cc1[nH]c2ccccc2c1C(=O)NCc1ccccc1
46	-24%	C[C@@H]1ON(C)[C@H]2C[C@H]3c4[nH]c5c(-c6ccccc6)cccc5c4CCN3C(=O)[C@@H]12
47	44%[activator]	Cc1nn(C)c2nc(C(C)C)cc(C(=O)N3CCN(c4ncccn4)CC3)c12
48	26%[176 µM]	CC(C)c1nnnn1[C@H]1CO[C@H]2[C@@H]1OC[C@H]2OC(=O)Nc1cccc(C#N)c1
49	28%	O=C(c1cc(F)ccc1F)N1CCC(Cc2nc(-c3cnccn3)no2)CC1
50	26%	Cc1cccc(C)c1NC(=O)CN(CC(=O)Nc1c(C)cccc1C)Cc1nc2ccccc2o1

Carrying on.
no.	12-LOX inh	SMILES
51	-10%	Cc1ccc(Cn2cc(CN3CC(N4CCCC4)CS3(=O)=O)nn2)cc1 (stereo unspecified)
52	45%	COCCN1CCC(CN(Cc2ccncc2)C(=O)c2csc(C)n2)CC1
53	-3%	O=C1CSc2ccccc2N1CC(=O)N1CCCCC1c1nccs1 (stereo unspecified)
54	19%	CCC1=Nc2cc(C(=O)NCc3ccc(F)cc3)ccc2Sc2ccc(C)cc21
55	53%[activator]	CC(NC(=O)C1CCCC1)C(=O)NC(C)(C)C (stereo unspecified)
56	2%	COc1ccc(-c2csc3ncn(-c4ccc(Cl)cc4)c(=O)c23)cc1OC
57	131%[activator]	COCCn1c(=O)c(-c2ccc(F)cc2)nc2cnc(OCc3ccccc3)nc21
58	-2%	O=C(N(Cc1cccc2[nH]ccc12)C1CC1)C12CC3CC(CC(C3)C1)C2
59	-21%	O=C(N/N=C/c1ccc(Cl)cc1Cl)c1cccs1
60	30%	Cc1cn2nc(C(=O)N3CCC(NC(=O)c4cccc(C#N)c4)CC3)cc2c(=O)[nH]1

Continued.
no.	12-LOX inh	SMILES
61	?	Cn1cccc1/C=C(\C#N)c1ccc(F)cc1
62	4%	COc1ccccc1NC(=O)C(C)OC(=O)c1cccnc1 (stereo unspecified)
63	1%	Cn1nc(-c2ccc(OCC(=O)Nc3ccc(F)cc3)cc2)c2ccccc2c1=O
64	25%	O=C(NCc1cccc(Cl)c1)c1cccc2c1C(=O)N(C1CCCCC1)C2
65	-62%	O=C(Nc1ccc(F)c(Cl)c1)N1Cc2cccn2-c2ccccc21
66	1%[176 µM]	CC(=O)NCC1(COc2cnccn2)C[C@@H](O)[C@@H](O)C1 (stereo partly specified)
67	9%	CN1CCN(C[C@@H]2CN(C(=O)CCCc3cccs3)C[C@@H]2CO)CC1
68	4%	CCc1cc(NCC(O)CN2CCCCC2)ncn1 (stereo unspecified)
69	55%[activator]	CNC(=O)CCC[C@@H]1[C@H]2CCCN3CCC[C@@H](CN1C(=O)NCCc1ccccc1)[C@@H]23
70	1%	CCOc1cc2c(cc1NC(=O)CCC(=O)c1ccccc1)OC(C)C2 (stereo unspecified)

(continued)
no.	12-LOX inh	SMILES
71	?	O=C(NC1CCCC1)N1CC(Oc2cccc(-c3nc(-c4ccccc4)no3)c2)C1
72	?	Cn1nc(C(=O)N2CCC(c3n[nH]c(=O)n3-c3ccccc3)CC2)c2ccccc21
73	9%	Cc1noc(-c2cccc(OC3CN(C(=O)c4ccco4)C3)c2)n1
74	-9%	O=C(CN1CCN(c2ncccn2)CC1)NCCc1nc(-c2cccnc2)no1
75	20%	CN1CCN(C(=O)c2ccc(-c3nnc4ccc(NC(=O)C5CCC5)cn34)cc2)CC1
76	41%[activator]	CC(C)CNC(=O)C1COC2(CCN(C(=O)CC(C)C)CC2)N1C(=O)c1ccco1 (stereo unspecified)
77	42%[activator]	CCOc1ccc(-c2nc3c4c5c(sc4ncn3n2)COC(C)(C)C5)cc1
78	-29%	CCOc1ccc(/C=C(\C#N)C(=O)c2ccc(C)cc2)cc1OC
79	16%	NC(=O)NC(=O)CCN1CCOC(c2ccc(F)cc2)C1 (stereo unspecified)
80	-2%	O=C(Nc1ccc(Br)cc1F)c1ccc(-c2ccccc2)cc1

Going on with the list:
no.	12-LOX inh	SMILES
81	14%	CC1Oc2ccc(NC(=O)c3ccccc3F)cc2CN(Cc2ccccc2F)C1=O (stereo unspecified)
82	68%[activator]	CCNC(=O)[C@@H]1C[C@@H](NC(=O)Cn2nccc2C)CN1Cc1ccccn1
83	-8%	CN1CCN(CCCNC(=O)c2nc(-c3cccc4[nH]ccc34)no2)CC1
84	-6%[6.33 µM]	CC(=O)Nc1ccc(C(=O)N2CCn3c(nnc3C3CCCN3)C2)cc1 (stereo unspecified)
85	?	COCCNC(=S)N/N=C(/C)c1cc(OC)c(OC)c(OC)c1
86	1%[6.33 µM]	NCc1ccccc1-c1cc(C(F)(F)F)ccc1Cl
87	?	Fc1cccc(NC(=S)NCc2ccccc2)c1
88	?	COC(=O)c1c(NC(=O)c2cc3ccccc3s2)sc(C)c1C
89	2%	COCC(=O)N1[C@@H]2c3cccc(=O)n3C[C@@H]2[C@@H](CO)[C@@H]1C(=O)NCc1ccccc1F
90	42%[activator]	Cc1noc(C)c1[S+](=O)([O-])N1CCC2(CCN(Cc3cccs3)c3ccccc3O2)CC1

(listing goes on)
no.	12-LOX inh	SMILES
91	22%	COc1ccc(-n2nnc3c(N4CCN(C(=O)Cc5cccs5)CC4)ncnc32)cc1
92	110%[activator]	Cc1c(C2c3nc[nH]c3CCN2Cc2ccc(CO)o2)oc2ccccc12 (stereo unspecified)
93	15%	COCc1ccc(C(=O)N2CCN(CCO)CC(O)C2)cc1 (stereo unspecified)
94	-13%	CCNC(=S)NN1CCN(C)CC1
95	31%	O=C1NC(C(=O)Nc2ccc(F)c(F)c2)Cn2cccc21 (stereo unspecified)
96	?	Cc1c2cnn(CC(=O)NCc3cccs3)c(=O)c2c(C)n1Cc1ccccc1
97	35%	Cc1nc(C)c(C(=O)N2CCC3(CC2)CC(N(C)Cc2ccccc2)CCO3)s1 (stereo unspecified)
98	-11%[176 µM]	CC(C)(C)NC(=O)Nc1ccc([C@H]2OCC(=O)N(Cc3ccc(F)cc3)[C@@H]2CO)cc1
99	-6%	O=C(Nc1ccccc1C(=O)NCC1CC1)c1cccs1
100	-19%	CC(C)c1cc(Cn2c3ccccc3c(=O)n2C(C)Cn2cc(CCc3ccccc3)nn2)on1 (stereo unspecified)

2 of these compounds in a different format.
95: O=C1NC(C(=O)Nc2ccc(F)c(F)c2)Cn2cccc21 (stereo unspecified)
  12-LOX inh: 31%
91: COc1ccc(-n2nnc3c(N4CCN(C(=O)Cc5cccs5)CC4)ncnc32)cc1
  12-LOX inh: 22%

Going on with the list:
no.	12-LOX inh	SMILES
101	36%[activator]	CC[C@@]1(O)CCN(C(=O)c2ccccc2OC(F)(F)C(F)F)C[C@H]1O
102	-27%	Cc1ccc(NC(=O)Nc2ccc(C)n(CC(=O)NC3CCCC3)c2=O)cc1
103	-23%	Cc1cnc(C)c(-c2cc(O)c3c(c2)CNCCO3)n1
104	?	CC(NC(=O)c1noc(-c2ccc3c(c2)OCO3)n1)c1ccccc1 (stereo unspecified)
105	11%	CCOc1ccc(NC(=O)CSCc2cc(=O)c3cccc(OC)c3[nH]2)cc1
106	21%	COc1cccc(CN2CCCC(C(=O)NCc3ccncc3)CCNC(=O)CC2)c1 (stereo unspecified)
107	?	O=C1NCc2ccccc2CC12CCN(Cc1cccc(Br)c1)C2 (stereo unspecified)
108	17%	COc1ccc(C(=O)N2CCc3nc(C4CC4)nc(-c4ccc(Cl)cc4)c3CC2)cc1
109	16%	Cc1nc2scc(CC(=O)N3CCCC3)n2c(=O)c1-c1cc(C)n(-c2cccc(F)c2)n1
110	-1%	O=C(CCc1ccccc1)N1CCC2(CC1)N=C(c1cccc(Br)c1)NO2

The last two records of the section above open the next one:
no.	12-LOX inh	SMILES
109	16%	Cc1nc2scc(CC(=O)N3CCCC3)n2c(=O)c1-c1cc(C)n(-c2cccc(F)c2)n1
110	-1%	O=C(CCc1ccccc1)N1CCC2(CC1)N=C(c1cccc(Br)c1)NO2
111	18%	CC(C)CNC(=O)CSc1nnc(COc2ccccc2Cl)o1
112	-1%	C=C(C)Cn1c(SCCO)nc2c1c(=O)[nH]c(=O)n2C
113	43%[activator]	Cc1cnc(-c2cccnc2)n1CC1CCN(C(=O)C2CCC2)CC1
114	17%	CCOC(=O)CNC(=O)c1ccc(NC(C)=O)cc1
115	-17%	COc1cccc(S(=O)(=O)N2CCC3(CC2)C(OC)C(=O)N3c2cccc(F)c2)c1 (stereo unspecified)
116	41%[activator]	O=C(c1[nH]ncc1Cl)N1CCOC(Cc2cccc(C(F)(F)F)c2)C1 (stereo unspecified)
117	-6%	COC(=O)c1sccc1NC(=O)CC1(C(=O)O)CCCCCC1
